Screens from PubChem BioAssay.
LMPTP inh = blocks human LMPTP phosphatase. P24666. recombinant LMPTP-A, OMFP fluorogenic substrate, fluorescence intensity. inhibition, % at 20 µM. hit rate 0.22% among 360,000;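 active means compounds that cut the enzyme signal by at least half of the control window in the single-dose screen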;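 further: plate controls were DMSO wells with enzyme plus substrate for no effect and substrate without enzyme for full effect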
Target sequence (P24666 whole entry, looked up): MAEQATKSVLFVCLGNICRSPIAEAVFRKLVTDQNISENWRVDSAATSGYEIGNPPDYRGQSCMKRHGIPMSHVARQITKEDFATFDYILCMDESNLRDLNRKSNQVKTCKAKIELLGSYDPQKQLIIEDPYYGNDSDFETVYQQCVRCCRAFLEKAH
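test system = LMPTP-A | amount = 0.625 nM LMPTP-A final | reagent = fluorogenic phosphatase substrate OMFP at 400 µM final | incubation = 50 min at room temperature | benchmarks = no-enzyme low control, uninhibited high control | medium = Bis-Tris pH 6.0, DTT, detergent | signal = fluorescence intensity of OMFP turnover product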
Scp1 inh = blocks human Scp-1 phosphatase activity; Q9GZU7; Recombinant Scp1, phosphopeptide, malachite green phosphate absorbance; inhibition, % at 20 µM; hit rate 0.88% among 340,000; AID 493091;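 active means inhibition above about 50% at 20 µM, limit read from the data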;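 further: plate controls were DMSO wells with enzyme for no effect and wells lacking enzyme for full effect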
Target sequence (Q9GZU7 76-261 limits assumed): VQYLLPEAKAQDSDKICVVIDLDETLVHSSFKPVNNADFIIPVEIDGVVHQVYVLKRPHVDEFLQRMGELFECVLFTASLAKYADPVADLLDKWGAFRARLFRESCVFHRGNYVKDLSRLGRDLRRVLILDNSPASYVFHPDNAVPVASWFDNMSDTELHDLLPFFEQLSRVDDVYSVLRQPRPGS
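Material – SCP-1 phosphatase catalytic domain, residues 76-261 · Buffer or medium – Acidic Tris acetate buffer with magnesium and detergent · Also added – Phospho 17-mer peptide substrate · Compound – single 20 µM dose, 1% DMSO · Times – 45 min room-temperature reaction, 5 min colour, 30 min stabiliser · Technique – Phosphate-binding colour reagent, absorbance read at 630 nm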
SUMO1-SIM PPI = SUMO1-SIM interaction modulation; P63165; SUMO1 binding to a labelled peptide, TR-FRET, 1 h; inhibition, % at 20 µM; hit rate 0.33% among 360,000; AID 602429; in the data active means inhibition above about 37%
Target sequence (P63165 whole entry, looked up): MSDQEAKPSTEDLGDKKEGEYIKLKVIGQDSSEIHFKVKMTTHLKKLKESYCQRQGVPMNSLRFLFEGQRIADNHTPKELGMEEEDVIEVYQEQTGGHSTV
NadD block = blocks S. aureus nicotinate mononucleotide adenylyltransferase; purified NadD enzyme, colorimetric absorbance read-out; inhibition, % at 20 µM; hit rate 0.78% among 360,000; AID 602399; in the data active means inhibition above about 26%; further: some compounds past the cut are filed as inactive
MT1-MMP act inh = MT1-MMP (human) activation inhibition; P50281; HT1080 RFP-PRO-GFP cells, GFP/RFP ratio fluorescence, overnight; percent of plate control window, DMSO zero; GFP/RFP ratio change, % at 20 µM; hit rate 0.061% among 360,000; AID 651647;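 active means GFP/RFP ratio change of at least 30% with cell ATP level not reduced by more than half and red fluorescence within 50% of control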; further: strong numbers were not always called active
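Test system: HT1080 RFP-PRO-GFP cells; Benchmarks: DMSO and RFP-L50D-GFP cell wells; Timing: cells overnight before dosing, compound overnight, 37 °C, 5% CO2; Compound: one 20 µM compound dose with 1% DMSO; Read-out: GFP/RFP fluorescence ratio.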
Rpn11 block = blocks the human proteasome subunit Rpn11; O00487; human 26S proteasome, Ub4-pepOG fluorescence polarization; 20S core pre-blocked with epoxomicin; calls only at 20 µM; hit rate 0.59% among 360,000; AID 588493;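 active means inhibition at 20 µM, scaled to each plate's controls, above about 33%, limit read from the data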
Target sequence (O00487 whole entry, looked up): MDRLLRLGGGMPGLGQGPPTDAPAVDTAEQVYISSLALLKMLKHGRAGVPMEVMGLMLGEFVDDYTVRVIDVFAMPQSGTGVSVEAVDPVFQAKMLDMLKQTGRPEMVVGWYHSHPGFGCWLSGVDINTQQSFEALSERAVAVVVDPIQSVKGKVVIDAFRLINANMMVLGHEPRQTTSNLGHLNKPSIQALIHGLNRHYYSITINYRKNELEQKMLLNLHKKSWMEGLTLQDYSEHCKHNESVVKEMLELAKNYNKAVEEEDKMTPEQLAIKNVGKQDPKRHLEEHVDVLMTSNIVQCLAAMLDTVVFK
SKN-1 block = blocks SKN-1 activity in C. elegans; C. elegans VP596 Pgst-4::GFP/RFP ratio, acrylamide-induced, 24 h; inhibition, % at 21.8 µM; hit rate 0.49% among 360,000; AID 624304;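 active means interference check ratio from 0.5 to 1.5 plus GFP to RFP signal ratio inhibition reaching or exceeding a fixed threshold, cut at about 30% in these data, passing the limit was not always enough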; further: some compounds called inactive have numbers as strong as hits
DNMT1 block = inhibitors of human DNMT1; P26358; DNMT1 molecular beacon, Hinp1I cleavage, fluorescence; inhibition (reported as % activation of signal), % at 10 µM; hit rate 0.83% among 360,000; AID 588458; in the data active means inhibition above about 50%
STEP inh = blocks human striatal-enriched tyrosine phosphatase; hit rate 0.25% among 360,000; recombinant STEP, OMFP fluorogenic substrate, fluorescence; P54829; inhibition, % at 20 µM;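 active means inhibition at 20 µM, scaled per plate between control wells, above about 37%, limit read from the data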;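 further: 0% = DMSO with enzyme and substrate and 100% = substrate only without enzyme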
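Measure: Control-normalized % inhibition with plate pattern correction | Test system: STEP phosphatase, cell-free reaction | Medium: pH 6.0 Bis-Tris with DTT and Tween 20 | Technique: Fluorescence, 480/540 nm | Times: Reaction 20 min, ambient temperature | Doses: Single compound dose of 20 µM, 1% DMSO final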
CendR NRP1 mod = NRP-1/CendR interaction modulation; FAM-RPARPAR peptide binding to NRP-1, fluorescence polarization; inhibition, % at 25 µM; O14786; hit rate 0.85% among 360,000;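 active means inhibition or corrected inhibition above about 18%, plus a signal ratio from 0.5 to 1.5, limit read from the data, passing the limit was not always enough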; further: strong numbers were not always called active
An asterisk follows results filed as active; & = joins results of further samples; ! = not active in a repeat.

For CCCC(=O)C1=C(O)C(C(=O)OC)C(C)(C)CC1=NC(C)(C)C (stereo not given) the results were LMPTP inh -0.2, Scp1 inh 1, SUMO1-SIM PPI 1, NadD block -2, MT1-MMP act inh -3, Rpn11 block inactive, SKN-1 block 6, DNMT1 block -1, STEP inh 2 and CendR NRP1 mod 7.
`CN=C(Nc1ccc(C(=O)OC)s1)c1ccc(Cl)cc1` gave LMPTP inh 0.1, Scp1 inh -15, SUMO1-SIM PPI -4, NadD block -7, MT1-MMP act inh 0, Rpn11 block inactive, SKN-1 block -7, DNMT1 block 2, STEP inh -4 and CendR NRP1 mod 3.
For Cc1c(C(=O)NCCSCc2c(F)cccc2Cl)cnn1-c1ccc(F)cc1 the results were LMPTP inh 2.5, Scp1 inh 10, SUMO1-SIM PPI 0, NadD block 1, MT1-MMP act inh 5, Rpn11 block inactive, SKN-1 block -9, DNMT1 block 2, STEP inh 1 and CendR NRP1 mod 2.
For O=C(Nc1ccc(F)cc1)c1ccc(CSc2ccccc2)o1 the results were LMPTP inh 1.4, Scp1 inh -9, SUMO1-SIM PPI 2, NadD block -7, MT1-MMP act inh -2, Rpn11 block inactive, SKN-1 block 16, DNMT1 block -2, STEP inh -4 and CendR NRP1 mod -12.
Screening N#Cc1c(NC(=O)c2cc([N+](=O)[O-])ccc2N2CCOCC2)sc2c1CCCC2 returned LMPTP inh -0.1, Scp1 inh -3, SUMO1-SIM PPI -3, NadD block 8, MT1-MMP act inh -1, Rpn11 block inactive, SKN-1 block 18, DNMT1 block -2, STEP inh -1 and CendR NRP1 mod 6.
Cc1onc(-c2ccccc2Cl)c1C(=O)N(C)CC(=O)Nc1ccc(F)c(F)c1F was read as LMPTP inh 0.3, Scp1 inh 0, SUMO1-SIM PPI -1, NadD block -4, MT1-MMP act inh 2, Rpn11 block inactive, SKN-1 block -25, DNMT1 block -1, STEP inh 0 and CendR NRP1 mod -24.
Cc1ccc(-c2nc(C)sc2CC(=O)OCC(=O)Nc2cccc([N+](=O)[O-])c2)cc1 was read as LMPTP inh 0.9, Scp1 inh 12, SUMO1-SIM PPI -16, NadD block -1, MT1-MMP act inh 0, Rpn11 block inactive, SKN-1 block 7, DNMT1 block -13, STEP inh -1 and CendR NRP1 mod 2.
For Cc1cccc(C)c1NC(=O)CSc1nc2c([nH]1)c(=O)n(C)c(=O)n2C the results were LMPTP inh -2.1, Scp1 inh -3, SUMO1-SIM PPI 3, NadD block 0, MT1-MMP act inh 0, Rpn11 block inactive, SKN-1 block 1, DNMT1 block 0, STEP inh 1 and CendR NRP1 mod 1.
COc1ccc(-c2nc3cnccn3c2NC2CCCCC2)cc1-c1cccc(Cl)c1 was read as LMPTP inh 5.5&2.4, Scp1 inh 5, SUMO1-SIM PPI 9&7, NadD block 34*!, MT1-MMP act inh -22&-17, Rpn11 block inactive, SKN-1 block 14&13, DNMT1 block -23, STEP inh 3 and CendR NRP1 mod -26&-44.
Screening Cc1ccc(-n2c(C)nn(CCOc3ccccc3)c2=O)cc1 returned LMPTP inh -1.3, Scp1 inh -4, SUMO1-SIM PPI 2, NadD block -6, MT1-MMP act inh 2, Rpn11 block inactive, SKN-1 block -7, DNMT1 block 0, STEP inh -2 and CendR NRP1 mod 7.
Cn1c(-c2ccc(C=O)s2)nc2c3ccccc3c3ccccc3c21 was read as LMPTP inh 4.2, Scp1 inh 18, SUMO1-SIM PPI 7, NadD block 50*, MT1-MMP act inh -7, Rpn11 block inactive, SKN-1 block 9, DNMT1 block -14, STEP inh 3 and CendR NRP1 mod -77.
For COc1ccc(OC)c(S(=O)(=O)N2CCC(C(=O)NC3CCCCCC3)CC2)c1 the results were LMPTP inh -0.5, Scp1 inh 2, SUMO1-SIM PPI 5, NadD block -3, MT1-MMP act inh -1, Rpn11 block inactive, SKN-1 block 12, DNMT1 block 0, STEP inh 2 and CendR NRP1 mod -1.
`CC(C)(C)c1cc2cccnc2n1Cc1cccc(F)c1` gave LMPTP inh -2.1, Scp1 inh -2, SUMO1-SIM PPI -8, NadD block -3, MT1-MMP act inh 4, Rpn11 block inactive, SKN-1 block 0, DNMT1 block 2, STEP inh -3 and CendR NRP1 mod -6.
CC(C)(C)OC(=O)C[C@@H]1C/C=C\C[C@H](CC(=O)N(CCO)Cc2ccccc2)C(=O)N[C@H](C(C)(C)C)COC1=O was read as LMPTP inh 8.5, Scp1 inh 11, SUMO1-SIM PPI 4, NadD block 1, MT1-MMP act inh -2, Rpn11 block inactive, SKN-1 block -3, DNMT1 block 6, STEP inh 4 and CendR NRP1 mod -1.
For Cc1ccc(S(=O)(=O)Nc2nc(C)c(C(=O)N/N=C/c3ccccc3)s2)cc1 the results were LMPTP inh 10, Scp1 inh -7, SUMO1-SIM PPI 14, NadD block 9, MT1-MMP act inh 1, Rpn11 block inactive, SKN-1 block -1, DNMT1 block 3, STEP inh -2 and CendR NRP1 mod -4.
Screening COC(=O)c1ccc(NC(=O)CN2CCC(NC(=O)c3ccco3)CC2)cc1 returned LMPTP inh -0.2, Scp1 inh -3, SUMO1-SIM PPI 5, NadD block -6, MT1-MMP act inh -4, Rpn11 block inactive, SKN-1 block -1, DNMT1 block 0, STEP inh -3 and CendR NRP1 mod -2.
CC(C)C(=O)NCCc1nc2ccccc2n1C was read as LMPTP inh -1.8, Scp1 inh -8, SUMO1-SIM PPI -2, NadD block 2, MT1-MMP act inh 1, Rpn11 block inactive, SKN-1 block -8, DNMT1 block 4, STEP inh -4 and CendR NRP1 mod 8.
`COc1cccc2cc(C(N)=O)/c(=N\NC(=O)c3ccccc3)oc12` gave LMPTP inh 0.9, Scp1 inh -6, SUMO1-SIM PPI -39, NadD block -10, MT1-MMP act inh -8, Rpn11 block inactive, SKN-1 block 11, DNMT1 block 1, STEP inh 3 and CendR NRP1 mod 9.
For O=C(Nc1cccc2nsnc12)c1cc2c(cc1Cl)Sc1nccn1S2(=O)=O the results were LMPTP inh -0.8, Scp1 inh 5, SUMO1-SIM PPI -12, NadD block -2, MT1-MMP act inh 0, Rpn11 block inactive, SKN-1 block 5, DNMT1 block 4, STEP inh 4 and CendR NRP1 mod 4.
`O=C(Nc1nc2ccccc2n1CCN1CCOCC1)c1ccc(Cl)cc1` gave LMPTP inh -0.4, Scp1 inh -10, SUMO1-SIM PPI 0, NadD block -2, MT1-MMP act inh 8, Rpn11 block inactive, SKN-1 block 1, DNMT1 block 2, STEP inh 2 and CendR NRP1 mod 9.

Of the compounds above, these contain two or more sulfur atoms:
For Cc1ccc(S(=O)(=O)Nc2nc(C)c(C(=O)N/N=C/c3ccccc3)s2)cc1 the results were LMPTP inh 10, Scp1 inh -7, SUMO1-SIM PPI 14, NadD block 9, MT1-MMP act inh 1, Rpn11 block inactive, SKN-1 block -1, DNMT1 block 3, STEP inh -2 and CendR NRP1 mod -4.
For O=C(Nc1cccc2nsnc12)c1cc2c(cc1Cl)Sc1nccn1S2(=O)=O the results were LMPTP inh -0.8, Scp1 inh 5, SUMO1-SIM PPI -12, NadD block -2, MT1-MMP act inh 0, Rpn11 block inactive, SKN-1 block 5, DNMT1 block 4, STEP inh 4 and CendR NRP1 mod 4.

Next part:
Screening COc1ccc(C(CNC(=O)c2ccc(NS(=O)(=O)c3ccccc3)cc2)N2CCOCC2)cc1 (stereo not given) returned LMPTP inh -1.3, Scp1 inh 1, SUMO1-SIM PPI -3, NadD block 2, MT1-MMP act inh 2, Rpn11 block inactive, SKN-1 block 19, DNMT1 block 0, STEP inh -2 and CendR NRP1 mod -1.
CCOC(=O)N1CCN(C(=O)CCS(=O)(=O)c2ccc3c(c2)CC(C)N3C(=O)CC)CC1 (stereo not given) was read as LMPTP inh -0.2, Scp1 inh 0, SUMO1-SIM PPI 1, NadD block 2, MT1-MMP act inh 5, Rpn11 block inactive, SKN-1 block 9, DNMT1 block 2, STEP inh -3 and CendR NRP1 mod 11.
Cc1nc(-c2ccc(F)cc2)c(CC(=O)N(C)CC(=O)Nc2ccc(Br)cc2C)s1 was read as LMPTP inh 0.1, Scp1 inh -1, SUMO1-SIM PPI -15, NadD block 0, MT1-MMP act inh 3, Rpn11 block inactive, SKN-1 block 11, DNMT1 block -2, STEP inh 0 and CendR NRP1 mod -3.
Screening CCc1noc(C)c1C(=O)Nc1nc(-c2cc(OC)ccc2OC)cs1 returned LMPTP inh 2.4, Scp1 inh -3, SUMO1-SIM PPI 0, NadD block -1, MT1-MMP act inh -1, Rpn11 block inactive, SKN-1 block 9, DNMT1 block -1, STEP inh -1 and CendR NRP1 mod 9.
CNS(=O)(=O)c1ccc(NC(=O)c2cncc(Br)c2)cc1 was read as LMPTP inh 2.0, Scp1 inh -5, SUMO1-SIM PPI 0, NadD block -6, MT1-MMP act inh -5, Rpn11 block inactive, SKN-1 block -3, DNMT1 block 1, STEP inh 1 and CendR NRP1 mod -8.
For O=c1c(-c2c(O)cc(O)c3c(=O)cc(-c4ccc(O)cc4)oc23)c(-c2ccc(O)cc2)oc2cc(O)cc(O)c12 the results were LMPTP inh 15, Scp1 inh 53*, SUMO1-SIM PPI 50*, NadD block 30, MT1-MMP act inh 0, Rpn11 block inactive, SKN-1 block 6, DNMT1 block 93*, STEP inh -3 and CendR NRP1 mod -28.
CS(=O)(=O)N1CCC(C(=O)NCc2ccc(F)cc2)CC1 was read as LMPTP inh -1.1, Scp1 inh -8, SUMO1-SIM PPI 4, NadD block -3, MT1-MMP act inh 2, Rpn11 block inactive, SKN-1 block 8, DNMT1 block 0, STEP inh 1 and CendR NRP1 mod 5.
`O=C(CSc1n[nH]c(-c2ccncc2)n1)NCCc1ccccc1` gave LMPTP inh -1.0, Scp1 inh -5, SUMO1-SIM PPI 5, NadD block -2, MT1-MMP act inh 4, Rpn11 block inactive, SKN-1 block 21, DNMT1 block 3, STEP inh -6 and CendR NRP1 mod 2.
`C=CCNC(=O)c1ccccc1Cl` gave LMPTP inh -1.3, Scp1 inh 0, SUMO1-SIM PPI -5, NadD block -7, MT1-MMP act inh -2, Rpn11 block inactive, SKN-1 block 8, DNMT1 block 3, STEP inh -2 and CendR NRP1 mod -2.
C=CCNC(=O)CSc1nnc(-c2ccncc2)n1CCc1ccccc1 was read as LMPTP inh -1.6, Scp1 inh -2, SUMO1-SIM PPI 1, NadD block 0, MT1-MMP act inh 3, Rpn11 block inactive, SKN-1 block -3, DNMT1 block 4, STEP inh -6 and CendR NRP1 mod -7.
`Cc1ccc(C)c(OCCOCCN2CCOCC2)c1` gave LMPTP inh -2.0, Scp1 inh -3, SUMO1-SIM PPI 1, NadD block -2, MT1-MMP act inh 5, Rpn11 block inactive, SKN-1 block 6, DNMT1 block 0, STEP inh 0 and CendR NRP1 mod -6.
